HT1080 IDH1KD tx: kills HT-1080 cells with IDH1 knockdown. Potency, µM (series often up to 46.1 µM), for the others: at the highest dose activity, negative = toxicity, usual class: cytotoxic. AID 686971. HT-1080 IDH1 knockdown viability, ATP luminescence, 48 h. 360,000 tested, 2% active;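 also: potency is read from the fitted curve at half-maximal effect; 0% = DMSO wells and -100% = cell-free medium wells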
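IDH1KD HT-1080 cells, 750/well, RPMI + 5% FBS; compound pinned after 2 h settling; 48 h, 37 °C; CellTiter-Glo luminescence; % activity normalised to DMSO and no-cell wells; curves fitted, classed by r2 and efficacy.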
KB-3-1 cytotox: kills parental KB-3-1 adenocarcinoma cells; KB-3-1 viability, CellTiter-Glo ATP luminescence, 72 h; Potency, µM (doses to about 46.1 µM), inactives show at the highest dose activity change, negative = cytotoxic, most hits filed as cytotoxic; 400,000 tested, 1.4% active; also: potency is read from the fitted curve at half-maximal effect; % is scaled to controls: 0 for no effect and ±100 for the full control effect; nearly all actives have a fitted effect of over 60% in size
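Using CellTiter-Glo luminescence, growth of non-resistant KB-3-1 adenocarcinoma cells is assessed 72 h after pin-tool compound addition at 37 °C. Normalized responses across the concentration series yield fitted curves.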
ATXN viability: reduces viability in counter-screen for ATXN expression inhibitors | S2 cells (HEK-293 line with an ATXN2-luciferase reporter) viability, CellTiter-Fluor protease fluorescence, 24 h | Potency, µM (highest dose often 56.7 µM), actives largely listed as cytotoxic | 400,000 tested, 0.49% active; also: potency is read from the fitted curve at half-maximal effect; nearly all actives have a fitted effect of over 40% in size
HT1080NT lethal: kills 2HG-producing HT-1080-NT fibrosarcoma cells; HT-1080-NT fibrosarcoma viability, CellTiter-Glo ATP luminescence, 48 h; Potency, µM (doses to about 46.1 µM), without a hit: top-dose activity, negative = less viability, actives largely listed as cytotoxic; 360,000 tested, 1.6% active;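 also: NT is the 2HG producing partner of a matched IDH1 knockdown line; potency is read from the fitted curve at half-maximal effect; 0% = DMSO-treated cells and -100% = media-only wells without cells; nearly all actives have a fitted effect of over 55% in size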
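Toxicity toward the 2HG-producing NT line was scored as %Activity, normalised to DMSO and no-cell wells, from CellTiter-Glo luminescence after 48 hours' treatment.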
MCF10A rerep: inducers of DNA re-replication in MCF 10A breast cells | AID 624296 | 350,000 tested, 2.9% active | Potency, µM (highest dose often 46.1 µM), for inactives: at the highest dose activity, positive = re-replication, hits mostly activators | MCF 10A DNA re-replication, Hoechst nuclear intensity, 48 h; also: potency is read from the fitted curve at half-maximal effect; % of control where 0% means no effect; nearly all actives have a fitted effect of over 50% in size
IL1B secr inh: inhibitors of inflammasome signaling (IL-1 beta secretion). 360,000 tested, 4.7% active. activity change, % at 57.5 µM. AID 743279. THP-1 LPS/ATP IL-1B secretion, AlphaLISA, 16 h; active compounds read low; in the data active = activity change below about -50%; inconclusive = mostly about -30% to -49%; also: % is scaled to controls: 0 for no effect and ±100 for the full control effect
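THP-1 cells pretreated 1 hr with compounds (up to 57.5 uM final), then stimulated with LPS (250 ng/mL final) plus ATP (1.25 mM final); secreted IL-1B measured by AlphaLISA after 16 hr, decreased signal indicating inhibition.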
ATXN2 expr inh: inhibitors of ATXN2 expression | Potency, µM (doses to about 57 µM), for the others: top-dose activity change, negative = inhibition, actives largely listed as inhibitors | 360,000 tested, 0.72% active | HEK-293 ATXN2-luciferase reporter, luminescence, 24 h; also: potency is read from the fitted curve at half-maximal effect; % is scaled to controls: 0 for no effect and ±100 for the full control effect; nearly all actives have a fitted effect of over 55% in size
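ATXN2-luciferase reporter cells (luciferase flanked by upstream and downstream ATXN2 gene portions) were treated 24 h at 37 °C with compounds at up to 57 uM. SteadyGlo luminescence gave expression; GF-AFC fluorescence gave viability.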
SW480 rereplic: induces DNA re-replication in SW480 colon adenocarcinoma cells; AID 624297; SW480 DNA re-replication, Hoechst DNA content imaging, 48 h; Potency, µM (series often up to 46.1 µM), for the others: top-dose re-replication activation, actives largely listed as activators; 340,000 tested, 1.8% active; also: potency is read from the fitted curve at half-maximal effect; % of control where 0% means no effect; nearly all actives have a fitted effect of over 55% in size
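DNA re-replication was detected as more nuclei of elevated Hoechst intensity after 48 hr exposure to compound (23 nL pinned per well of 250 cells).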
HepG2 viability: kills HepG2 cells in TGF-b inhibitor counter-screen; HepG2 CAGA-GFP viability, ATP luminescence, 18 h; Potency, µM (doses to about 46.1 µM), for the others: top-dose activity change, negative = cytotoxicity, usual class: cytotoxic; 410,000 tested, 0.76% active; also: potency is read from the fitted curve at half-maximal effect; some results filed as inactive show a strong effect at the top dose
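HepG2 CAGA-GFP cells (1000/well, DMEM with 1% FBS) received compound, then TGF-beta at 500 pg/mL final, and were incubated 18 hours at 37 degrees C. Viability was read by CellTiter-Glo luminescence. Media-only wells were set as complete cell-killing and DMSO as no toxicity.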
Active calls of the source: *; i = inactive; ? = inconclusive; nt = no result given; [ ] = remark or other dose. Unless noted, calls follow the shape of the dose curve; as a rule, active = well fitted curve in the direction sought with a large enough effect; inconclusive = small, poorly fitted or top-dose-only effect, or another doubt; inactive = no such curve, though single readings can be large; an effect the other way counts as inactive or inconclusive.

SMILES	HT1080 IDH1KD tx	KB-3-1 cytotox	ATXN viability	HT1080NT lethal	MCF10A rerep	IL1B secr inh	ATXN2 expr inh	SW480 rereplic	HepG2 viability
COc1ccc(C(C(=O)NC2CCCC2)N(C(=O)c2snc(C(N)=O)c2N)c2cccc(O)c2)cc1 (configuration not stated)	-7%	0%	i	?	7%	-4	1%	-2%	-45%
O=C(NCc1ccc2c(c1)OCO2)C1CCCN(S(=O)(=O)c2cccc3cccnc23)C1 (configuration not stated)	-3%	5%	i	-2%	-4%	-27	-10%	-1%	-57%
O=C(CC1C(=O)NCCN1Cc1ccc(Cl)c(F)c1)NC1CCCCC1 (configuration not stated)	11%	15%	i	5%	-6%	7	8%	3%	-5%
Cc1ccc(/C=C2\SC(=S)N(CCCC(=O)Nc3cccc(C(=O)O)c3)C2=O)cc1	2%	10%	i	1%	-32%[inhibitor]	11	-14%	-22%	2%
CCOc1ccccc1NC(=O)N1CCN(S(=O)(=O)c2ccc3c(ccn3C)c2)CC1	nt	-21%	i	nt	nt	nt	5%	nt	-7%
COc1cc2ccccc2cc1C(=O)Nc1ccc(Cl)c(-c2nc3ccccc3o2)c1	nt	5%	i	nt	nt	nt	-3%	nt	-12%
CN(C)C(=S)Nc1ccc(Br)c(Cl)c1	-5%	2%	?	-4%	-3%	nt	-28%	?	-4%
COc1cc(OC)c2ccc(=O)oc2c1C(CCN1CCOCC1)c1ccc2c(c1)OCO2 (configuration not stated)	3%	2%	8.9µM*	4%	-5%	-26	-8%	-5%	-27%
NC(=O)C1CCN(C(c2ccccc2Cl)c2nnnn2Cc2ccc3c(c2)OCO3)CC1 (configuration not stated)	1%	8%	i	1%	8%	-2	0%	-13%	-4%
Fc1ccc(NC(=S)N2CCN(c3ncccn3)CC2)cc1	7%	-10%	i	4%	0%	-3	8%	-3%	-28%
CCC[C@@H]1Cc2ccccc2N1C(C)=O	7%	-2%	i	8%	15%	18	9%	-5%	19%
O=C(CSc1nnc(-c2ccccc2Cl)o1)Nc1ccc2c(c1)OCCO2	-11%	-1%	i	4%	-2%	-2	76%[activator]	3%	-6%
N#C/C(=C\c1ccc(-c2ccc([N+](=O)[O-])cc2)o1)C(=O)Nc1nc(-c2cccs2)cs1	0%	0%	i	3%	5%	-14	1%	-2%	-2%
COc1cc(F)ccc1S(=O)(=O)N1CCN(C23CC4CC(CC(C4)C2)C3)CC1	-10%	?	i	-1%	3%	-24	-4%	0%	-23%
Cc1ccc(C)c2c(N)c3c(nc12)CCCCC3 (tested in a mixture with another compound)	-2%	-4%	i	-2%	4%	-10	-20%	2%	-27%
O=C(CCC(=O)Nc1ccc(F)cc1)N/N=C/c1ccncc1	5%	11%	i	1%	20%	-12	-21%[11.3 µM]	-5%	1%
O=C(CCC1COc2ccccc2O1)NCC1COc2ccccc2O1 (configuration not stated)	1%	3%	i	2%	?	41	-5%	-2%	-4%
O=c1onc(-c2ccccc2)n1-c1cc(Cl)cc(Cl)c1	-5%	0%	i	-6%	7%	28	20%	-3%	21%
COc1ccc(NCC(O)Cn2c(C)c(C)c3ccccc32)cc1 (configuration not stated)	?	-28%	i	-13%	-2%	-173*	nt	?	6%
CCc1c(C(=O)NN2C(=O)C3CCCCC3C2=O)csc1C (configuration not stated)	13%	18%	?	17%	-2%	14	-6%	-2%	1%
Cc1ccnc(NC(=O)CCC(=O)c2cccs2)c1	-17%	-26%	i	-18%	-2%	-5	?	-316%[inhibitor]	-113%
COc1ccc(CN2CC(C(=O)NCCC(C)C)CC2=O)cc1 (configuration not stated)	8%	6%	i	13%	-1%	6	-16%	-4%	-1%
CCOC(=O)c1sc(NC(=O)C(CC)Sc2nccn2C)nc1C (configuration not stated)	11%[9.24 µM]	1%	i	-5%	4%	-30	12%	-6%	-24%
COc1ccc(-c2[nH]c(-c3ccccc3)nc2SCC(=O)Nc2ccc3c(c2)OCO3)cc1	nt	0%	?	nt	nt	nt	?	nt	-40%
Cc1cccc(C(=O)OCC(=O)N2CCCC2=O)c1[N+](=O)[O-]	4%	0%	?	16%	0%	11	0%	-1%	31%
CCc1ccccc1N(CC(=O)N1CCN(c2ccc(F)cc2)CC1)S(C)(=O)=O	8%[9.24 µM]	-7%	i	-4%	8%	1	4%	2%	-10%
Cc1ccc(CNC(=O)C2CCC(=O)N(Cc3ccc(Cl)cc3)C2)cc1F (configuration not stated)	4%	-1%	i	-2%	-2%	14	12%	-6%	-20%
COc1ccccc1NS(=O)(=O)c1cc(NC(=O)c2cccs2)ccc1N1CCCC1	1%	-15%	i	4%	2%	0	5%	0%	23%
O=C(c1ccc(Cl)cc1)N1CCc2c([nH]c3ccccc23)C1C(F)(F)F (configuration not stated)	-3%	-1%	i	-8%	?	5	4%	14%	-28%
COc1cccc(N2C(=O)CN(Cc3cc(OC)c(OC)c(OC)c3)C2=S)c1	2%	-1%	i	1%	16%	27	-5%	-8%	-8%

Reformatted with bars between the fields: four of the compounds above.
canonical_smiles | HT1080 IDH1KD tx | KB-3-1 cytotox | ATXN viability | HT1080NT lethal | MCF10A rerep | IL1B secr inh | ATXN2 expr inh | SW480 rereplic | HepG2 viability
O=C(NCc1ccc2c(c1)OCO2)C1CCCN(S(=O)(=O)c2cccc3cccnc23)C1 (configuration not stated) | -3% | 5% | i | -2% | -4% | -27 | -10% | -1% | -57%
Fc1ccc(NC(=S)N2CCN(c3ncccn3)CC2)cc1 | 7% | -10% | i | 4% | 0% | -3 | 8% | -3% | -28%
NC(=O)C1CCN(C(c2ccccc2Cl)c2nnnn2Cc2ccc3c(c2)OCO3)CC1 (configuration not stated) | 1% | 8% | i | 1% | 8% | -2 | 0% | -13% | -4%
COc1cc2ccccc2cc1C(=O)Nc1ccc(Cl)c(-c2nc3ccccc3o2)c1 | nt | 5% | i | nt | nt | nt | -3% | nt | -12%

Other compounds follow:
SMILES	HT1080 IDH1KD tx	KB-3-1 cytotox	ATXN viability	HT1080NT lethal	MCF10A rerep	IL1B secr inh	ATXN2 expr inh	SW480 rereplic	HepG2 viability
O=C(Cc1cccc2ccccc12)N1CCCc2ccccc21	-1%	2%	i	-7%	-4%	-27	3%	-2%	-17%
O=C(Cc1ccsc1)NNC(=O)c1ccccc1O	?	?	i	?	-13%	45	3%	21%	-23%
O=C(/C=C/c1ccc(Cl)cc1Cl)N1CCc2ccccc21	32%	-10%	i	29%	9%	-3	10%	5%	12%
CC(=O)Nc1ccc(-c2cn3cccnc3n2)cc1	2%	7%	i	13%	11%	-2	-6%	1%	3%
CC1CCCCC1NC(=O)COC(=O)COc1ccccc1F (configuration not stated)	13%	?	i	5%	-2%	7	-2%	0%	-1%
CC(C)C[C@H]1CNC(=O)C(=O)N1C[C@H]1CCCN1C[C@H](CC(C)C)N1C[C@H](Cc2ccccc2)N(CCc2ccccc2)C(=O)C1=O	21%	-1%	i	12%	nt	27	4%	nt	-1%
O=C(COc1ccc(Cl)cc1)N1CCCC1	11%	1%	i	5%	6%	10	21%	-1%	0%
Cc1cc(N2C(=O)CC(N3CCN(C(c4ccccc4)c4ccccc4)CC3)C2=O)no1 (configuration not stated)	9%	22%	i	12%	-3%	14	5%	-3%	17%
C/C(=N\NC(=O)C1CC1c1ccccc1)c1cccc([N+](=O)[O-])c1 (configuration not stated)	-14%	-4%	i	-25%	30%	6	-24%	?	-60%
O=S1(=O)[C@H]2C[C@H](CO)O[C@@]2(CO)CN1Cc1ccc(-c2cccc(Cl)c2)cc1	-3%	4%	i	-4%	?	-6	-21%	-4%	-31%
Cc1nn(CC2CC2)c(=O)n1-c1ccccc1F	8%	3%	i	2%	-33%[inhibitor]	-13	-5%	?	-3%
Cc1ccccc1NC(=O)CSc1nc(N)c(C#N)cc1C#N	5%	-2%	i	11%	16%	-4	0%	-2%	-9%
Nc1nnnn1/N=C/c1ccccc1OCc1ccc(Cl)cc1	-7%	0%	i	5%	-184%[0.0737 µM]	-13	-20%	-4%	-3%
COc1nc(C)nc2c1sc1nc3c(cc12)COC(C)(C)C3	15%	10%	i	16%	-6%	-51*	19%	-12%	11%
Cc1cc(C)n2nc(S(=O)(=O)N(CC(C)C)CC(C)C)nc2n1	-2%	-10%	i	-1%	-2%	6	1%	1%	-7%
N#Cc1ccc(-c2nc3ccc(Cl)cn3c2Cc2ccccc2)cc1	-12%	0%	i	-7%	nt	-14	10%	nt	-14%
Cc1cc(NS(=O)(=O)c2ccc(NC(=S)NC(=O)c3cccc(S(=O)(=O)N(C)C)c3)cc2)no1	2%	4%	i	-1%	2%	28	-2%	-20%	7%

One compound at a time, as listed above. Values in the order: HT1080 IDH1KD tx | KB-3-1 cytotox | ATXN viability | HT1080NT lethal | MCF10A rerep | IL1B secr inh | ATXN2 expr inh | SW480 rereplic | HepG2 viability
N#Cc1ccc(-c2nc3ccc(Cl)cn3c2Cc2ccccc2)cc1 is listed as -12% | 0% | i | -7% | nt | -14 | 10% | nt | -14%
CC1CCCCC1NC(=O)COC(=O)COc1ccccc1F (configuration not stated) is listed as 13% | ? | i | 5% | -2% | 7 | -2% | 0% | -1%
Cc1cc(N2C(=O)CC(N3CCN(C(c4ccccc4)c4ccccc4)CC3)C2=O)no1 (configuration not stated) is listed as 9% | 22% | i | 12% | -3% | 14 | 5% | -3% | 17%
O=C(COc1ccc(Cl)cc1)N1CCCC1 is listed as 11% | 1% | i | 5% | 6% | 10 | 21% | -1% | 0%

Rows were taken by chance; 8.9% or so of the library scored in one or more.
